# PAFAH1B3 FP inh – PAFAH1B3 enzyme inhibitors, primary screen, biochemical, fluorescence polarization, human. Platelet-activating factor acetylhydrolase IB subunit alpha1 (Homo sapiens), Q15102. recombinant PAFAH1B3, FP-rhodamine probe. inhibition, % at 3.39 µM. hit rate 0.28% among 340,000. AID 492972, 2010;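 active = inhibition above the screen-wide average of all tested compounds plus 3 SD, cut at about 25% in these data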;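 also: 0% = enzyme with DMSO only and 100% = wells lacking PAFAH1B3 protein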
# PME-1 inh – PME-1 inhibitors via competitive probe labeling, primary screen, biochemical, fluorescence polarization, FP-Rh probe, HTS; Protein phosphatase methylesterase 1 (Homo sapiens), Q9Y570; recombinant PME-1; inhibition, % at 5.9 µM; hit rate 0.53% among 320,000;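 active = inhibition above the campaign mean of all compounds plus 3 SD, cut at about 26% in these data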;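 also: competitive labeling of PME-1 active site by serine hydrolase directed probe; 0% = PME-1 with DMSO and 100% = wells lacking PME-1 enzyme; inhibitors block probe labeling so polarization falls and inhibition rises; many of its hits are not listed in these tables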
# GSTO1 counter – inhibitors of recombinant GSTO1, primary screen, counter-screen for RBBP9 inhibitor project, biochemical, fluorescence polarization. Glutathione S-transferase omega-1 (Homo sapiens), P78417. activity-based probe fluorescence polarization. inhibition, % at 5.96 µM. hit rate 1.1% among 300,000. AID 1974, 2009;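 active = inhibition above the campaign mean inhibition plus 3 SD, cut at about 35% in these data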;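 also: 0% = GSTO1-1 with DMSO and 100% = wells lacking GSTO1-1 enzyme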
# Target sequence (P78417 whole entry, looked up): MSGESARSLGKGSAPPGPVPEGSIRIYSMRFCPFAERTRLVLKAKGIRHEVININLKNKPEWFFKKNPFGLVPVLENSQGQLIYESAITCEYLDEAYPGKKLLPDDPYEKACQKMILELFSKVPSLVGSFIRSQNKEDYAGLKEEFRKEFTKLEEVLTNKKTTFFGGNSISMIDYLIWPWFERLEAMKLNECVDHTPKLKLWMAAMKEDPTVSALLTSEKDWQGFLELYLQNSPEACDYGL
# PAD4 FP inh – human PAD4 inhibitors, primary screen, biochemical, fluorescence polarization, 1536-well format; recombinant PAD4, RCA probe fluorescence polarization; inhibition, % at 6.36 µM; AID 485272, 2010; hit rate 0.41% among 330,000;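 active = percent inhibition above a cutoff equal to the mean of all tested compounds plus 3 SD, cut at about 15% in these data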;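 also: 0% = PAD4 with RCA probe and DMSO and 100% = probe without PAD4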
# Target sequence (Q9UM07 whole entry, looked up): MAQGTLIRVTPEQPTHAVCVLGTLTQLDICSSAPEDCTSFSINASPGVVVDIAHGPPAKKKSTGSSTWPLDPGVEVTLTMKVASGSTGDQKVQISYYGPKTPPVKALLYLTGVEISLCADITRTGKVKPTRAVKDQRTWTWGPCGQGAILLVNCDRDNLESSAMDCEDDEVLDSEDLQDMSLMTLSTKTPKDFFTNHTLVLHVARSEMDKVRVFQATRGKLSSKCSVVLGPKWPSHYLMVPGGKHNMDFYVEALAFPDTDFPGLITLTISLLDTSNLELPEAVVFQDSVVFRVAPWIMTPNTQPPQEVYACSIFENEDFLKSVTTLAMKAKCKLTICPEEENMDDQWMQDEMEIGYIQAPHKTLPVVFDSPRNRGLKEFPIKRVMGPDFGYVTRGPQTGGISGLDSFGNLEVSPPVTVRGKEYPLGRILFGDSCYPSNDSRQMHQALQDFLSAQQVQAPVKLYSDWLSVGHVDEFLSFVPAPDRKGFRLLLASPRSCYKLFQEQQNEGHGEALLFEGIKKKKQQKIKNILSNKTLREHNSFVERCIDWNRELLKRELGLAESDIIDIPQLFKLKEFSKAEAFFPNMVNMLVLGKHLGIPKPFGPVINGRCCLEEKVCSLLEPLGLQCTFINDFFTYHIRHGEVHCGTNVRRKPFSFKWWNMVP
# LYPLA1 inh – LYPLA1 inhibitors, primary screen, counter-screen for PME1 inhibitor project, biochemical, fluorescence polarization, FP-Rh probe ABPP; Acyl-protein thioesterase 1 (Homo sapiens), O75608; recombinant LYPLA1; inhibition, % at 5.9 µM; hit rate 0.16% among 320,000; AID 2174, 2009;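 active = inhibition above the mean of all tested compounds plus 3 SD, set per campaign, cut at about 14% in these data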;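 also: inhibitors block serine hydrolase probe labeling of LYPLA1 so polarization falls; 0% = enzyme with DMSO and 100% = wells lacking LYPLA1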
# PREPL inhibitor – PREPL enzyme inhibitors, primary screen, biochemical, fluorescence polarization. Prolyl endopeptidase-like (Homo sapiens), Q4J6C6. recombinant PREPL, fluorescence polarization activity-based probe. inhibition, % at 5.96 µM. hit rate 0.68% among 320,000. AID 2751, 2010; in the data active = inhibition above about 43%;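 also: 0% = enzyme with DMSO and 100% = wells lacking enzyme; many of its hits are not listed in these tables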
# PAFAH1B2 FP inh – PAFAH1B2 enzyme inhibitors, primary screen, biochemical, fluorescence polarization, human | Platelet-activating factor acetylhydrolase IB subunit alpha2 (Homo sapiens), P68402 | recombinant PAFAH1B2, FP-rhodamine activity probe | inhibition, % at 3.39 µM | hit rate 1.2% among 340,000;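 active = inhibition above the mean of all tested compounds plus 3 SD, cut at about 24% in these data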;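 also: 0% = enzyme with DMSO and 100% = wells lacking PAFAH1B2; many of its hits are not listed in these tables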
# LYPLA2 inh – LYPLA2 inhibitors, primary screen, counter-screen for PME1 inhibitor project, biochemical, fluorescence polarization, FP-Rh probe ABPP; Acyl-protein thioesterase 2 (Homo sapiens), O95372; recombinant LYPLA2; inhibition, % at 5.9 µM; hit rate 0.38% among 320,000;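 active = inhibition above the screen-wide mean plus 3 SD, limit set per campaign, cut at about 26% in these data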;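 also: 0% = LYPLA2 with DMSO and 100% = wells lacking LYPLA2 enzyme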
# pPAFAH inh – pPAFAH enzyme inhibitors, primary screen, biochemical, fluorescence polarization, human; Platelet-activating factor acetylhydrolase (Homo sapiens), Q13093; AID 463082, 2010; inhibition, % at 3.39 µM; recombinant pPAFAH, FP-rhodamine probe fluorescence polarization; hit rate 1.5% among 330,000;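 active = inhibition above the mean inhibition across the screen plus 3 SD, cut at about 25% in these data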;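 also: inhibitors block binding of the rhodamine activity-based probe so polarization drops; 0% = enzyme with DMSO and 100% = wells lacking pPAFAH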
# Numbers without * were called inactive; / = no result given. This is a subset, so the mix of outcomes need not match the whole.
no.	Compound	PAFAH1B3 FP inh	PME-1 inh	GSTO1 counter	PAD4 FP inh	LYPLA1 inh	PREPL inhibitor	PAFAH1B2 FP inh	LYPLA2 inh	pPAFAH inh
1	NC(=O)C1CCN(C(=O)c2ccc(-c3ccccc3)cc2)CC1	2	-7	-6	-3	5	0	6	4	-1
2	CC(C)[C@H](NC(N)=O)C(=O)Nc1ccc(Oc2ccccc2)cc1	9	-5	-10	0	2	-2	8	8	3
3	CCOC(=O)c1ccc(NC(=O)Nc2ccc(F)cc2)cc1	2	-20	-28	1	-17	1	0	-15	-6
4	CCOCCCNC(=O)C1CCC(CNS(=O)(=O)c2cccc3nsnc23)CC1 (configuration not stated)	7	3	-2	-4	2	10	4	10	8
5	CCOCCCn1c(=O)c2ccccc2n2c(=S)[nH]nc12	7	-4	-3	12	-2	20	7	-3	-4
6	COc1ccc2c(c1)[nH]c1c(=O)n(Cc3ccccn3)cnc12	3	2	-4	0	9	-4	2	11	0
7	COc1ccc(/C=C(/C#N)C(=O)Nc2cc(C)ccc2C)cc1C(=O)O	8	2	4	-2	0	9	-1	13	2
8	COc1ccc(CSc2nc3nc(C)cc(C)n3n2)cc1F	4	1	2	2	3	7	3	4	7
9	COc1ccc(/C=C/C(=O)c2ccc[nH]2)c(OC)c1OC	2	-2	0	-1	1	-10	3	2	2
10	Cc1cc(NC(=O)CSc2nnc(Nc3ccccc3F)s2)no1	0	-3	3	-1	-3	-6	-4	1	-2
11	Cn1ccnc1SC(=O)N1c2ccccc2Sc2ccccc21	-1	1	2	-3	-1	8	3	4	3
12	On1c2c(c3c4nonc4ccc31)CCCC2	/	11	13	-5	-1	12	/	-1	17
13	CC1Cc2ccccc2N1C(=O)COC(=O)c1cccnc1Cl (configuration not stated)	0	4	0	-6	2	0	-1	8	3
14	Cc1cccnc1NC(=O)c1cc2ccccc2oc1=O	4	-3	6	3	-2	3	3	5	3
15	COc1cccc2cc(C(=O)OCC(=O)NCc3ccc4c(c3)OCO4)c(=O)oc12	8	13	6	-7	3	12	2	0	-5
16	Cc1ccccc1OCCN1CCC(Cc2ccccc2)CC1	7	3	4	0	1	-17	2	1	8
17	Cc1nnc(NC(=O)Cn2cnc3c2c(=O)n(C)c(=O)n3C)s1	0	2	17	0	0	-1	-1	0	2
18	OCCCCNc1cccc2ccccc12	4	1	23	-11	2	19	-3	13	5
19	CCOC(=O)CSc1nc(C)cc(C)c1C(N)=O	12	0	7	-4	3	-3	-2	-4	2
20	CN1CCN(C(=O)c2ccccc2N(Cc2ccccc2)S(C)(=O)=O)CC1	13	3	2	-6	4	-6	5	12	3
21	O=C(CSc1nnc(-c2ccc(O)cc2)o1)Nc1ccccc1	1	1	2	2	-2	-13	5	-4	-4
22	O=C(NCc1ccc(F)cc1)C1CCC(=O)N1CCc1ccccc1 (configuration not stated)	-1	2	5	0	1	-1	7	2	2
23	CC(=O)Nc1nnc(C)s1	-1	0	0	1	-1	-8	0	2	5
24	O=C1OCCN1C(=O)[C@H]1[C@H](c2ccc(F)cc2)C(c2ccc(F)cc2)=NN1c1ccc(Br)cc1	4	4	-4	4	-4	-6	-2	-8	5
25	Cc1ccnc(SCC(=O)c2ccc([N+](=O)[O-])cc2)n1	4	-1	-2	-2	0	5	2	2	4
26	Cc1ccc(NC(=O)CC2C(=O)NC3CCCCC3N2C(=O)c2ccc(F)cc2)cc1C (configuration not stated)	6	0	2	-2	-1	17	8	-2	5
27	Cc1cc(Cl)ccc1OCC(=O)OCC(=O)NC1CCS(=O)(=O)C1 (configuration not stated)	6	1	/	1	1	6	5	0	3
28	CCC(Sc1nccn1C)C(=O)Nc1cccc2ccccc12 (configuration not stated)	0	2	6	-3	-1	1	-4	2	-1
29	Fc1cccc(-n2ncc(-c3nnnn3-c3ccccc3)c2C(F)(F)F)c1	3	1	8	2	0	-5	2	8	-1
30	CCN(C(=O)COc1cccc(-n2cnnn2)c1)C1CCS(=O)(=O)C1 (configuration not stated)	4	/	/	2	/	11	2	/	-3
31	C=CCC1=C/C(=C\c2c(N)n3nc(CC(=O)N4CCCC4)sc3nc2=O)C=C(OC)C1=O	7	8	7	-4	-7	16	7	-1	8
32	O=C(NCCN1C(=O)S/C(=C\c2cccs2)C1=O)[C@H](Cc1ccccc1)N1C(=O)c2ccccc2C1=O	/	-2	-5	-1	-6	2	/	-2	-3
33	COc1cc(CC(=O)OCC(=O)Nc2cc([N+](=O)[O-])ccc2F)cc(OC)c1OC	2	5	7	1	2	4	4	2	0
34	CN(CC(=O)Nc1ccc(OC(F)(F)F)cc1)C(=O)C1CCC1	3	2	/	0	-5	14	-1	-4	2
35	S=C1NC2(CCCCC2)NN1c1ccccc1	3	-4	7	3	5	2	1	3	4
36	O=C(c1ccco1)N1CCN(C(=O)c2ccccc2NS(=O)(=O)c2ccc(F)cc2)CC1	0	4	7	-6	-1	7	1	2	-4
37	CCC(CC)c1nnc(NC(=O)C2CC(=O)N(CCc3ccc(F)cc3)C2)s1 (configuration not stated)	4	-4	-2	-1	1	11	7	11	0
38	Cc1ccnc(NC(=O)CCC(=O)N(CC(=O)NCc2ccccc2)c2ccc3c(c2)OCO3)c1	10	-3	-5	-3	2	-9	2	6	3
39	COc1ccc(C(=O)O/N=C(\N)c2cccc(C)c2)cc1OC	3	0	3	-3	-2	-11	3	-8	0
40	CCC(CC)C(=O)Nc1nnc(-c2cccs2)s1	-9	1	8	0	1	12	8	5	4
41	CCOC(=O)c1ccc(CNC(=O)Cn2nnc(-c3cccc(C)c3)n2)o1	9	5	11	-4	-3	1	3	20	3
42	COc1ccccc1N(C)S(=O)(=O)c1ccc(C(=O)OCC(N)=O)cc1	3	4	5	-2	2	-3	0	1	-1
43	Cc1ccc[n+](CC(=O)Nc2cccc(Cl)c2)c1	12	-2	2	-1	0	-32	1	1	-4
44	O=C(NCc1ccc2c(c1)OCO2)c1ccc(COc2cc(Cl)ccc2Cl)o1	-4	-11	-4	-2	-11	0	-5	-9	2
45	CCOc1ccc(/C=C/C(=O)c2cc(Br)ccc(=O)c2O)cc1	11	-2	5	0	5	3	-2	8	38*
46	COc1ccc(OC)c(-c2nnc(SCC(=O)N3CCCc4ccccc43)o2)c1	8	3	-5	-5	-3	-27	6	-1	3
47	COc1cc(C(=O)N/N=C/c2ccc(OC)c(CN3CCN(c4ccc(F)cc4)CC3)c2)ccc1O	0	3	-3	-2	1	-5	0	-2	6
48	O=C(Nc1ccc2c(c1)OCO2)C(c1ccccc1)N1CCC2(CC1)OCCO2 (configuration not stated)	7	1	-1	2	2	11	-3	6	-1
49	CC1CCC2C(=O)N(c3ccc(C(=O)NCc4ccccc4)cc3)C(=O)C2C1 (configuration not stated)	4	-6	-2	3	4	-3	7	-4	-8
50	Cc1nn(CC(=O)c2ccc(Cl)cc2Cl)c(C)[n+]1N	-1	-7	-5	-13	-1	6	0	0	-5
51	CCC(=O)Nc1ccccc1C(=O)N1CCCC1	9	-2	5	0	2	1	7	2	-5
52	O=C(c1cc2ccccc2oc1=O)N1CCN(c2ccc(N3CCOCC3)nn2)CC1	0	-2	2	5	-1	26	3	7	-1
53	Oc1ccc(Br)cc1CNc1nccs1	7	2	4	-1	-2	0	3	-6	5
54	COc1ccc(C2C(C(C)=O)=C(O)C(=O)N2c2nc3ccccc3s2)cc1OC (configuration not stated)	8	5	7	-1	-1	12	-2	3	-6
55	O=[N+]([O-])c1cccnc1N1CCOCC1	10	-7	5	-7	-1	5	1	1	2
56	COc1ccccc1Cn1c(=S)[nH]c2cc(C(=O)NCCN(C)C)ccc2c1=O	14	0	5	1	-4	-25	6	-7	5
57	Fc1ccc(CSc2nnc(-c3cccnc3)n2Cc2ccco2)cc1	3	6	1	-2	0	-2	4	-1	7
58	CN(C)C(CNC(=O)CCc1nc2cc(Cl)ccc2n(Cc2ccccc2)c1=O)c1ccccc1 (configuration not stated)	2	-4	-16	-1	-3	16	-3	-4	1
59	CCOc1ccc(-n2c(=O)[nH]cc(C(=O)N3CCCc4ccccc43)c2=O)cc1	3	0	1	0	0	-3	4	0	-2
60	C=CCC(O)(CCN1CCCCC1)c1ccccc1 (configuration not stated)	1	3	-4	-4	0	-3	3	-4	1

# The results go on.
no.	Compound	PAFAH1B3 FP inh	PME-1 inh	GSTO1 counter	PAD4 FP inh	LYPLA1 inh	PREPL inhibitor	PAFAH1B2 FP inh	LYPLA2 inh	pPAFAH inh
61	Cc1ccc(C)c(OCc2cc(C(=O)N3CCN(C(=O)c4ccco4)CC3)no2)c1	1	4	3	-1	0	-2	5	2	6
62	O=C(OCC(=O)N1CCOCC1)c1ccc2ccccc2c1	1	3	/	3	2	3	-1	-2	1
63	CCCCNC(=O)c1oc2ccc(S(=O)(=O)N3CCCC3)cc2c1C	6	4	-1	-3	4	-5	5	-1	2
64	O=C(Nc1nnc(-c2ccc(Cl)cc2)o1)c1cccc(N2C(=O)CCC2=O)c1	8	-5	-1	-3	1	11	-6	-1	-1
65	O=C(NCCCCCCCCCNC(=O)C(F)(F)F)C(F)(F)F	13	-5	-3	-2	-1	10	1	1	1
66	COC(=O)c1[nH]nc2c1C(=O)N(Cc1ccccc1)C2=O	6	-4	13	1	-2	0	6	4	-1
67	CC1CCN(S(=O)(=O)c2cccc(-c3csc(-c4cccnc4)n3)c2)CC1	4	-11	-11	4	-7	-10	6	-9	-12
68	COc1ccc(C(=O)NCCNc2nc3cc(C)c(C)cc3cc2C)cc1	1	-7	20	-7	-7	-17	3	-7	1
69	CCCCn1c(NCc2cccs2)nc2ccccc21	-2	-3	-3	-2	0	16	5	2	9
70	CN1CCc2c(sc(/N=C/c3c[nH]c4ccccc34)c2C(N)=O)C1	/	8	-2	-1	-2	28	/	-8	4
71	CC1CCc2c(nc3ncnn3c2NCCc2ccccc2F)C1 (configuration not stated)	14	-12	4	-3	-2	24	-3	-6	-4
72	COc1ccc(OC)c(C(=O)c2ccc(C(=O)N3CCN(Cc4csc(C)n4)CC3)cc2)c1	/	4	2	-1	0	8	/	4	0
73	Cc1ccc(CNC(=O)c2cc(=O)c3ccccc3o2)cc1	1	-3	11	5	-1	6	5	0	0
74	CCN(CC)P(=O)(Nc1ccc(C)cc1Br)c1ccc(N(C)C)cc1NC(=O)c1ccco1 (configuration not stated)	6	6	10	-4	0	22	5	-7	-2
75	Cn1cc(Br)c(C(=O)NNC(=O)c2ccccc2)n1	2	9	-1	-1	1	-2	3	4	6
76	CC1CCN(CCCNC(=O)CCc2nnc3n(CCc4ccccc4)c(=O)c4ccccc4n23)CC1	-6	-8	11	3	-1	37	-2	2	3
77	CC(C)C(c1nnnn1C1CCCC1)N1CCC(C(N)=O)CC1 (configuration not stated)	5	-4	-5	4	1	1	5	-2	-1
